VHR inh abs: inhibitors of human VHR1 phosphatase (DUSP3) | recombinant VHR phosphatase, pNPP absorbance | inhibition, % at 13.3 µM | 290,000 tested, 0.52% active | P51452; in the data active = inhibition above about 50%; also: some compounds called inactive have numbers as strong as hits
Target sequence (P51452 whole entry, looked up): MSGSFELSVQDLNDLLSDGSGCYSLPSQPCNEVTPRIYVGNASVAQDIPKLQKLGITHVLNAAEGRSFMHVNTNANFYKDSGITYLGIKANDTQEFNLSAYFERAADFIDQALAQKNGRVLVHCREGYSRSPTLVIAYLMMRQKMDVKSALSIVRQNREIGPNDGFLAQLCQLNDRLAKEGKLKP
MazEF act: MazEF (E. coli) toxin RNase activation. P0AE70. FAM/BHQ RNA-DNA oligo cleavage fluorescence, 5 h. activation, % at 20 µM. 350,000 tested, 0.32% active; in the data active = activation above about 50%
Target sequence (P0AE70 whole entry, looked up): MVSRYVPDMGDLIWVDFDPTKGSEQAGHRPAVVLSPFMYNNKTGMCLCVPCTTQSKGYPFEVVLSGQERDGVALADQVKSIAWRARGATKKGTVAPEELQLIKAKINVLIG
SSB-PriA inh: blocks PriA binding to SSB C-terminal tail; AlphaScreen SSBct-PriA binding, biotinylated peptide; inhibition, % at 33 µM; 430,000 tested, 0.6% active; AID 1272365; in the data active = inhibition mostly above about 37%, no sharp cut-off; inactive = mostly below about 20%;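 also: plate controls were negative control peptide for no effect and reference peptide for full effect; strong numbers were not always called active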
PrPC TRFRET: reduces human prion protein on the cell surface. cell surface PrPC, TR-FRET read-out. inhibition, % at 13.8 µM. AID 720596. 370,000 tested, 0.43% active; in the data active = inhibition above about 24%; also: 0% = median of the test wells and 100% = reference compound wells
CCHF vOTU inh: CCHFV vOTU protease inhibition | inhibition, % at 11.5 µM | Pep-AMC fluorescence | 370,000 tested, 0.55% active; in the data active = inhibition above about 30%; also: 0% = vehicle wells with enzyme and 100% = no enzyme wells
3CLpro inhibitor: SARS-CoV 3CLpro protease inhibition; AID 1706; inhibition, % at 6 µM; 290,000 tested, 0.14% active; recombinant SARS-CoV 3CLpro, quenched FRET peptide cleavage; in the data active = inhibition above about 12%
Rv3671c inh: inhibitors of M. tuberculosis serine protease Rv3671c | 320,000 tested, 0.048% active | inhibition, % at 5.96 µM | P9WHR9; in the data active = inhibition above about 38%;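 also: extracellular domain of Rv3671c used as enzyme; 0% = enzyme with DMSO and 100% = no enzyme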
Target sequence (P9WHR9 whole entry, looked up, the tested form may be a part): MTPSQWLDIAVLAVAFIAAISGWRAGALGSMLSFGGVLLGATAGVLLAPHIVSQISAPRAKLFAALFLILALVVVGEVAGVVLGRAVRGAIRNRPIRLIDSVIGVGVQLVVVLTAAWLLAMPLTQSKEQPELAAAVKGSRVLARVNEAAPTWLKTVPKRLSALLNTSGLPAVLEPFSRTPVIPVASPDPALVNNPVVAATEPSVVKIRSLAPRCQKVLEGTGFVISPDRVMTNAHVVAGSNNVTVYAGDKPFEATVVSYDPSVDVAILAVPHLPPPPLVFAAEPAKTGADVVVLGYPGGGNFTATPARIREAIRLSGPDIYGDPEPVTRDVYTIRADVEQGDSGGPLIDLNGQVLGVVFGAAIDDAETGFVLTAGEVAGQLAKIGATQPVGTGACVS
Anthrax LF prot: anthrax lethal factor protease inhibition; inhibition, % at 10 µM; P15917; AID 588501; 360,000 tested, 0.12% active; multiplex microsphere protease cleavage assay, LF; also: plate controls were buffer without enzyme for full effect and enzyme alone for no effect
BoNT A protease: blocks Botulinum neurotoxin A light chain protease; multiplex microsphere protease substrate cleavage, flow cytometry; inhibition, % at 10 µM; 360,000 tested, 0.17% active; also: plate controls were buffer without enzyme for full effect and enzyme alone for no effect
BoNT F protease: inhibitors of Botulinum neurotoxin F light chain protease; Multiplex microsphere protease cleavage assay, flow cytometry; 360,000 tested, 0.22% active; inhibition, % at 10 µM; in the data active = inhibition above about 35%, passing the limit was not always enough; inconclusive = no clear call, values can overlap the other calls; also: plate controls were buffer without enzyme for full effect and enzyme alone for no effect
An asterisk follows results filed as active; i = inactive; ? = inconclusive; / = no result given; & = joins results of further samples. Rule as the data show it, unless noted: active = inhibition above about 30%; inconclusive = no clear call, values can overlap the other calls; inactive = below that. This is a subset, so the mix of outcomes need not match the whole.

SMILES	VHR inh abs	MazEF act	SSB-PriA inh	PrPC TRFRET	CCHF vOTU inh	3CLpro inhibitor	Rv3671c inh	Anthrax LF prot	BoNT A protease	BoNT F protease
Cc1ccc(Sc2ccc(/C=N/O)cc2[N+](=O)[O-])cc1	-7.0	-3.8	/	-21.8	15.3	6.3	-9.5	-2.6	0.2	2.1
COc1ccc(NC(=O)NNC(=O)COc2ccc3ccccc3c2)cc1	10.1	0.8	-19.8	2.4	14.8	2.5	-13.2	0.1	-2.3	-2.5
Cc1cccnc1NC(=O)Nc1cccc2ccccc12	18.6	11.8	2.3	5.1	-13.0	0.5	-5.7	-0.2	0.0	2.0
CS(=O)(=O)N(Cc1nnc(-c2cccs2)o1)c1ccc(Cl)cc1F	7.2	-0.8	-14.9	-4.5	-2.5	-4.5	-1.7	-0.3	0.8	?
CCN(CC(=O)Nc1c(F)cccc1F)C(=O)c1cccc(S(=O)(=O)N2CCN(c3ccccc3)CC2)c1	-4.4	1.4	-5.5	7.4	7.7	-0.1	4.9	-3.0	-1.2	1.2
Cc1cccc(C(=O)N[C@H](C(=O)Nc2ccc(S(=O)(=O)NC3=NCCCCC3)cc2)C(C)C)c1	-2.0	4.5	1.4	-4.7	13.7	3.1	5.2	-9.0	0.6	-4.3
O=C1NC[C@H](Cc2ccccc2)N(C[C@@H]2CCCN2C[C@H](Cc2ccc(O)cc2)N2C[C@H](Cc3ccccc3)N(CCc3ccccc3)C(=O)C2=O)C1=O	/	/	/	-1.2	-4.3	/	/	-10.7	0.3	0.3
CC(C)c1cc(CNC(=O)CCc2nnc(CCCc3ccccc3)o2)on1	-0.4	-0.4	-4.4	3.6	3.2	1.1	2.0	1.9	-0.4	-3.1
O=c1[nH]cc(NCCNc2ncc(C(F)(F)F)cc2Cl)c(=O)[nH]1	26.2	8.6	-14.5	6.8	7.9	1.9	-5.8	-0.4	-0.1	0.0
COc1ccc(OC)c(S(=O)(=O)n2ccc(C)n2)c1	4.9	-5.7	-1.1	-8.4	-10.3	2.1	1.0	2.1	0.3	-26.9
Nc1ccccc1N=Cc1c(O)n(CCC2=CCCCC2)c(=O)[nH]c1=O	5.9	-10.4	-9.1	1.5	-5.8	0.5	-12.5	/	/	/
Cc1cccc(NC(=S)NC2CC3CCCC(C2)N3CC(C)C)c1 (centres undefined)	17.6	-6.9	3.5	6.2	-3.8	-4.9	4.2	-0.9	1.2	9.8
NS(=O)(=O)c1ccc(CCNS(=O)(=O)c2cccc(C(=O)O)c2)cc1	9.5	10.7	-14.9	2.8	-7.9	-0.4	0.4	1.3	-1.4	-7.0
CSc1ncc(Cl)c(C(=O)O)n1 (tested in a mixture with another compound)	6.2	0.0	/	3.4	5.0	0.0	2.4	-2.3	0.0	-6.6
CCCN(C(=O)C(NC(=O)c1ccccc1)C(C)C)c1c(N)n(Cc2ccccc2)c(=O)[nH]c1=O (centres undefined)	/	0.8	0.0	-5.9	-9.2	/	-8.9	0.4	-0.8	0.7
Cc1ccc(S(=O)(=O)C2(S(=O)(=O)c3ccc(C)cc3)CC2)cc1	15.5	24.5	-10.8	-3.4	-12.8	3.1	1.1	-2.8	0.2	-9.1
COc1ccc(C(=O)Cn2cc([N+](=O)[O-])nc2C)cc1	20.6	-9.0	-5.8	5.9	6.6	-6.2	-8.8	16.5	-1.9	11.6
CCOC(=O)c1c2c3c(cccc3[nH]c1=O)C(=O)c1ccccc1-2	23.3	6.0	-16.0&-14.1	-12.6	0.4	2.1	6.2	5.5	3.8	3.7
Cn1c(N)c(C(=O)N/N=C/c2ccccc2)sc1=S	2.5	18.9	i	-10.7	-0.3	-0.9	7.1	/	/	/
Clc1ccc2c(N/N=C/c3ccccc3Br)ccnc2c1	33.2	-12.0	/	1.5	-3.0	-5.4	-6.2	0.2	0.6	9.9
O=C(C[n+]1cccc(C(=O)Nc2ccccc2)c1)c1ccc(Cl)cc1	/	/	/	5.9	-5.8	/	/	-5.2	0.7	2.4
Nn1c(SCC(=O)NCCC2=CCCCC2)nnc1-c1cccnc1	/	1.1	0.8	2.4	12.2	/	/	1.7	-1.5	-8.2
COc1ccccc1NC(=O)CSc1ccc2nnc(-c3ccncc3)n2n1	21.1	17.2	-5.9	-4.3	-1.4	-5.1	-11.0	3.1	0.1	-1.3
Cc1ccc(NC(=O)CSc2nnnn2C2CC2)cc1S(=O)(=O)N1CCOCC1	/	2.0	-7.9	2.2	5.5	/	/	/	/	/
FC(F)(F)c1cccc(Cc2noc(CN3CCC(N4CCCCC4)CC3)n2)c1	25.2	-4.5	-13.3	5.0	18.3	-0.8	-5.8	-2.9	-0.4	-2.1
Cc1ccc(S(=O)(=O)NNC(=O)c2ccc(O)cc2)cc1	-1.7	3.4	0.0	5.6	-0.3	0.6	1.9	2.7	0.8	4.8
CCn1nc(C(=O)OCC(=O)c2ccc(F)cc2)c2ccccc2c1=O	-9.6	-7.5	3.3	4.5	5.0	2.2	-9.3	1.9	0.3	-0.8
Cc1ccc(SCc2noc(-c3c(C)noc3C)n2)cc1	-11.7	6.8	-34.9	-4.5	3.4	4.9	15.0	-7.3	0.9	?
N/C(=N\OC(=O)CCC1CCCC1)c1ccncc1	1.4	-6.3	/	0.8	1.8	3.4	-0.3	-1.8	0.3	-1.4
COc1ccc(NC(=O)CN(C)C(=O)C2CC(=O)N(c3ccc4c(c3)OCCO4)C2)cc1 (centres undefined)	/	3.9	-4.8	-3.3	-1.6	/	3.9	-1.4	0.1	3.2
C/C=C/C=C/C(=O)Nc1nccs1	-7.2	-2.9	-9.6	3.5	7.5	4.9	1.5	-0.4	-2.2	-15.1
COc1ccc(-c2nn(CCC#N)cc2C=C(C#N)C#N)cc1	10.0	5.7	4.1&3.0	4.0	0.9	-0.5	-1.2	-0.2	0.4	-0.8
COc1ccc(Cc2nnc(SCc3nc4ccccc4c(=O)[nH]3)o2)cc1	9.7	21.2	-8.6	-1.9	-16.6	2.1	-2.6	5.2	0.7	0.9
COc1ccc(S(=O)(=O)N2CCC3CC2c2cc(N4CCOCC4)ccc23)cc1 (centres undefined)	/	-21.4	-8.8	4.8	1.1	/	/	-1.7	-1.0	-5.8
O=C(CNC(=O)c1ccccc1Cl)NCC(c1cccs1)N1CCOCC1 (centres undefined)	/	0.6	0.0	4.0	-3.8	/	-2.0	3.5	-1.7	3.4
COc1ccccc1Oc1ccccc1[N+](=O)[O-]	24.9	-7.0	-0.6	-7.2	-11.2	11.0	6.9	0.1	-0.3	1.0
COc1ccc(C(=O)Nc2cc(Cl)ccc2OC(=O)c2ccc(OC)cc2)cc1	-3.2	-28.6	-13.3	/	/	4.1	0.3	-5.0	0.2	-8.1
O=[N+]([O-])c1ccc(O)c(C=Nc2cccc3ncccc23)c1	12.0	0.8	67.8*	-2.5	27.2	-1.4	1.4	-0.4	0.8	-4.8
Cc1ccc(OCCNC(=O)[C@H]2O[C@@H](n3ccc(N)nc3=O)[C@H](O)[C@@H]2O)cc1C	/	/	/	7.3	-3.1	/	/	-3.4	0.1	3.3
O=C(O)c1ccc(/C=C/c2nc3ccccc3c(=O)[nH]2)cc1	-10.3	8.8	-1.4	1.5	-18.3	-3.8	11.2	5.3	-1.1	2.2
CCOc1ccc(C(=O)C(C)OC(=O)Cn2c(C)csc2=O)cc1 (centres undefined)	/	-11.7	2.2	3.2	-4.7	/	-3.5	-10.3	-0.2	-5.4
Cc1ccc(C#CC[N+]2(CC#Cc3ccc(C)cc3)CCCCC2)cc1	39.1	26.2	-3.4	19.0	11.8	-0.6	9.2	0.6	5.0	-1.9
Cc1ccc(S(=O)(=O)NCC2CCC(C(=O)O)CC2)cc1 (centres undefined)	8.8	-4.4	-7.9	/	/	4.9	-3.3	-2.8	0.7	-8.8
CC(C)Cn1c(N)c(C(=O)COC(=O)c2ccccc2F)c(=O)n(C)c1=O	13.2	-6.1	-1.7	10.4	3.5	4.8	-6.6	-10.2	0.3	-6.8
CNc1oc(-c2ccccc2F)nc1S(=O)(=O)c1ccc(C)cc1	-7.8	3.1	10.2	3.8	0.7	1.6	3.0	6.4	0.3	7.8
CCOc1ccc(CCNC(=O)COC(=O)c2ccc(S(=O)(=O)N3CCCC3)cc2)cc1OCC	/	-30.6	0.3	1.3	-0.3	/	3.8	-1.6	-2.1	-5.2
COC(=O)c1sccc1NC(=S)NCc1ccc(Cl)cc1	-1.3	5.7	4.2	1.9	6.8	7.7	-8.0	-2.3	-0.1	-9.2
COC(=O)c1ccc(CNC(=O)COC(=O)C2CCC(C(C)(C)C)CC2)cc1 (centres undefined)	-10.0	-4.1	-9.1	4.0	10.1	6.2	-9.3	0.2	-0.3	-6.8
O=C(CCn1cnnn1)Nc1ccccc1F	8.6	-0.8	-6.3	2.5	-4.6	-0.2	0.0	-7.2	-0.2	6.2
CCCCn1c(=O)[nH]c(=O)c2c1nc(-c1cccc(OC)c1)n2C	30.7	-36.0	2.5	9.8	2.6	4.0	5.4	-7.4	-6.4	-25.1
N#C/C(C(=O)N1CCCC1)=C1/N=C(N)c2ccccc21	-4.8	0.9	-10.3	7.5	-0.4	1.0	-1.0	-2.2	-1.8	-2.4
Cc1ccc(NC(=S)NC2CC3CCCC(C2)N3Cc2cccs2)cc1 (centres undefined)	20.2	20.3	4.0	-5.3	-8.3	-3.6	5.8	-2.3	0.0	-0.8
C/C(CC(C)(C)c1ccccc1)=N\NS(=O)(=O)c1ccccc1	2.1	4.4	/	9.0	-5.2	4.6	4.8	-10.5	0.5	-3.0
COc1ccc(CC(=O)N[C@@H](CCSC)C(=O)N2CCC3(CC2)NCCc2[nH]cnc23)cc1	11.4	8.0	6.4	4.3	-9.7	0.6	-0.6	3.1	5.7	12.1
O=C(COc1ccc2c3c(c(=O)oc2c1)CCC3)N[C@@H](Cc1ccccc1)C(=O)O	16.5	5.1	-1.3	4.7	3.0	1.0	-0.4	-1.9	0.0	-1.1
CCOC(=O)Cc1csc(NS(=O)(=O)c2ccc(SC)cc2)n1	23.4	4.3	-1.1	-0.9	5.6	-0.3	4.2	-1.4	-0.9	-0.3
COc1ccc(CNC(=O)c2sc(=O)n(Cc3ccc(S(=O)(=O)N(C)C)cc3)c2C)cc1	/	/	/	7.8	10.0	/	/	-14.3	-0.8	-13.1
COc1cccc(CN2CCC2(C)C(=O)Nc2ccc(C)cc2)c1F (centres undefined)	/	/	/	7.2	1.0	/	/	-0.5	-0.2	-3.9
COc1cc(-c2noc(-c3cccc(Cl)c3)n2)cc(OC)c1OC	1.8	-3.5	-6.4	-9.1	-7.2	2.3	2.7	-2.2	1.1	2.0
COC(=O)[C@H](C)[C@H]1C[C@]1(C)[C@H](NC(=O)OCc1ccccc1)c1ccccc1	20.1	7.0	-29.6	5.8	12.4	0.6	-2.4	2.5	-0.5	-8.3
O=C(c1cccs1)N(Cc1ccccn1)Cc1ccco1	18.9	7.2	7.3	1.5	-4.9	4.3	0.9	-2.9	-0.7	-0.6
c1ccc(CNc2ncnc3c2oc2ccccc23)nc1	34.5	0.0	9.0&-7.5	-3.9	-4.3	-0.5	-1.4	-3.6	?	-0.9

Compound activity from PubChem BioAssay.
